PAFAH2 FP inh: inhibitors of human PAFAH2. inhibition, % at 3.39 µM. Q99487. recombinant PAFAH2, FP-rhodamine activity probe, fluorescence polarization. 0.99% of 340,000 active;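 active = inhibition above the mean over all tested compounds plus 3 SD, cut at about 30% in these data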;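 note: inhibitors block probe labeling of enzyme so polarization drops; 0% = enzyme with DMSO and 100% = wells lacking PAFAH2 protein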
PAFAH1B3 inh: PAFAH1B3 (human) inhibition; Q15102; recombinant PAFAH1B3, FP-rhodamine probe, fluorescence polarization; inhibition, % at 3.39 µM; 0.28% of 340,000 active; AID 492972;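 active = inhibition above the screen-wide average of all tested compounds plus 3 SD, cut at about 25% in these data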;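 note: 0% = enzyme with DMSO only and 100% = wells lacking PAFAH1B3 protein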
pPAFAH inh: pPAFAH (human) enzyme inhibition | 1.5% of 330,000 active | AID 463082 | recombinant pPAFAH, FP-rhodamine probe fluorescence polarization | inhibition, % at 3.39 µM;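 active = inhibition above the mean inhibition across the screen plus 3 SD, cut at about 25% in these data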;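 note: inhibitors block binding of the rhodamine activity-based probe so polarization drops; 0% = enzyme with DMSO and 100% = wells lacking pPAFAH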
PREPL inhibitor: human PREPL enzyme inhibition | inhibition, % at 5.96 µM | Q4J6C6 | recombinant PREPL, fluorescence polarization activity-based probe | 0.68% of 320,000 active | AID 2751; in the data active = inhibition above about 43%;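 note: 0% = enzyme with DMSO and 100% = wells lacking enzyme; many of its hits are not listed in these tables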
Target sequence (Q4J6C6 whole entry, looked up): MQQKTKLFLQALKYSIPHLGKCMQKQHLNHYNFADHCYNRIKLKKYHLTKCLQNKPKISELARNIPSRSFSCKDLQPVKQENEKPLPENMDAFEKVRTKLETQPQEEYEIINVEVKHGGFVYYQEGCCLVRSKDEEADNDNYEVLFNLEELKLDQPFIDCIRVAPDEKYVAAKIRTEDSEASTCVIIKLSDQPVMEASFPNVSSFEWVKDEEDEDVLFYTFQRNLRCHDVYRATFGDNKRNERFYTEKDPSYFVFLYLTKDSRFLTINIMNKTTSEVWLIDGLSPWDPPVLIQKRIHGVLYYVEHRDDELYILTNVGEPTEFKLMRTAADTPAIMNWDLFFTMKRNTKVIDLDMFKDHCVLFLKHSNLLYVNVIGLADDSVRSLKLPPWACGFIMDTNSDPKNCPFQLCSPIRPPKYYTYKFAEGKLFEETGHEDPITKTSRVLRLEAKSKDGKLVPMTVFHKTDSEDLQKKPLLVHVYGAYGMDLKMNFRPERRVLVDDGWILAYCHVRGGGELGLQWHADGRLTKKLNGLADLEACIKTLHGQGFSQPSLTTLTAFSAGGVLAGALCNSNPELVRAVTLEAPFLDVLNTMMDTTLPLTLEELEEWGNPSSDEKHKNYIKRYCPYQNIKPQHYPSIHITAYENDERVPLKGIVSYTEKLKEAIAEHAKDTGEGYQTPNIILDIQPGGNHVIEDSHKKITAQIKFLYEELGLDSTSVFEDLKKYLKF
EBNA-1 inhibitor: blocks EBNA-1 binding to DNA; EBNA-1 DNA binding, fluorescence polarization; inhibition, % at 14.8 µM; 0.34% of 300,000 active; in the data active = inhibition above about 28%
PAFAH1B2 inh: inhibitors of human PAFAH1B2 | P68402 | recombinant PAFAH1B2, FP-rhodamine activity probe, fluorescence polarization | inhibition, % at 3.39 µM | 1.2% of 340,000 active | AID 492953;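 active = inhibition above the mean of all tested compounds plus 3 SD, cut at about 24% in these data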;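 note: 0% = enzyme with DMSO and 100% = wells lacking PAFAH1B2; many of its hits are not listed in these tables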
Target sequence (P68402 whole entry, looked up): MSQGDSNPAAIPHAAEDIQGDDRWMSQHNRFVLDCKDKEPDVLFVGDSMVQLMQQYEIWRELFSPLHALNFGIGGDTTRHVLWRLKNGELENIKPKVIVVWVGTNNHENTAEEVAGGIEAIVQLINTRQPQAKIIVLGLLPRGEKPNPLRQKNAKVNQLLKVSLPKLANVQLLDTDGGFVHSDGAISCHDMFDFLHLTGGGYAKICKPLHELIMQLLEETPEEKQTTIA
ZTA counter: counter-screen for EBNA-1 inhibitors: inhibitors of Epstein-Barr virus ZTA. P03206. ZTA-DNA binding, fluorescence polarization. inhibition, % at 11 µM. 0.15% of 320,000 active; in the data active = inhibition above about 33%
LYPLA2 inh: LYPLA2 (human) inhibition in PME1 counter-screen; 0.38% of 320,000 active; O95372; inhibition, % at 5.9 µM; recombinant LYPLA2, FP-Rh probe fluorescence polarization;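 active = inhibition above the screen-wide mean plus 3 SD, limit set per campaign, cut at about 26% in these data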;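 note: 0% = LYPLA2 with DMSO and 100% = wells lacking LYPLA2 enzyme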
LYPLA1 inh: LYPLA1 (human) inhibition in PME1 counter-screen. O75608. recombinant LYPLA1, FP-Rh probe fluorescence polarization. inhibition, % at 5.9 µM. 0.16% of 320,000 active. AID 2174;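 active = inhibition above the mean of all tested compounds plus 3 SD, set per campaign, cut at about 14% in these data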;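 note: inhibitors block serine hydrolase probe labeling of LYPLA1 so polarization falls; 0% = enzyme with DMSO and 100% = wells lacking LYPLA1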
* hit, by the source's call; / = no result given; & = joins results of further samples. These rows are one share of the data; rates above refer to the full screens.

SMILES | PAFAH2 FP inh | PAFAH1B3 inh | pPAFAH inh | PREPL inhibitor | EBNA-1 inhibitor | PAFAH1B2 inh | ZTA counter | LYPLA2 inh | LYPLA1 inh
CC(=O)N1CCN(CCN=Cc2c(O)n(-c3ccc(F)cc3)c(=S)[nH]c2=O)CC1 | 2 | 7 | 6 | -4 | 12 | 8 | 6 | 8 | 3
O=P(CCl)(Nc1ccccc1)C(Cl)(Cl)Cl (stereo not given) | 1 | 4 | 4 | 0 | -4 | 2 | -11 | 5 | 2
CCN1CCN(C(=O)COc2ccc(S(=O)(=O)N3CCOCC3)cc2Cl)CC1 | 3 | 7 | -2 | 6 | -5 | 7 | 3 | -3 | -1
Cc1cc(NC(=O)CCl)on1 | 4 | 10 | 6 | 1 | 1 | -2 | 10 | 3 | 0
Cc1ccc(OCC(=O)N2CCN(Cc3cccnc3)CC2)cc1 | 3 | 14 | 2 | 14 | 5 | 5 | 2 | 1 | 0
N[C@@H](Cc1c[nH]c2ccccc12)c1nnc(SCc2c(F)cccc2Cl)o1 | -4 | 0 | 9 | 2 | 1 | 4 | -8 | 4 | -3
C=CCN1C(=O)C2(C(C(=O)OCC)=C(N)Oc3c2c(=O)oc2ccccc32)c2ccccc21 (stereo not given) | -2 | 2 | -1 | 4 | -12 | -6 | 0 | 6 | 1
CC(C)CC(C)N (stereo not given) | 6 | 3 | -1 | -4 | / | 2 | 9 | 4 | -4
C=C1[C@H]2CC[C@H]3[C@]4(C)C[C@H](O[C@H]5O[C@H](CO)[C@@H](OS(=O)(=O)O)[C@H](OS(=O)(=O)O)[C@H]5OC(=O)CC(C)C)C[C@@H](C(=O)O)[C@H]4CC[C@]3(C2)[C@H]1O | -4 | 9 | 0 | -6 | 4 | 0 | -10 | 2 | 3
CC1CN2c3ccc([N+](=O)[O-])cc3CC3(C(=O)N(C)C(=O)N(C)C3=O)C2C(C)O1 (stereo not given) | -2 | 4 | 0 | 5 | 0 | 1 | -7 | 1 | 6
O=C(NCC(c1cccnc1)N1CCN(c2ccc(F)cc2)CC1)Oc1ccccc1 (stereo not given) | -5 | 8 | 3 | 31 | 2 | 2 | 13 | 9 | 0
Cc1ccc(Cl)cc1N1CCN(CCN)CC1 | 5 | -1 | 1 | 6 | 2 | -1 | -16 | 7 | 1
Cc1ccc(-c2nc3ccccc3c(=O)n2-c2ccccn2)cc1 | -3 | 7 | 2 | 0 | 6 | 5 | 10 | 1 | 2
O=C(COc1ccc(S(=O)(=O)N2CCCCC2)cc1)N1CCN(Cc2ccccc2)CC1 | 9 | 9 | 18 | 6 | -4 | -1 | -4 | -5 | 1
CCOP1(=S)Oc2cc3c(cc2C(C(=O)OC)(C(F)(F)F)O1)OCO3 (stereo not given) | 3 | 11 | 4 | 0 | 1 | 2 | 1 | 0 | -3
O=C(COc1ccc(Cl)cc1)N1CCN(C2CCCC2)CC1 | 1 | 4 | 6 | 9 | -4 | -1 | 10 | 9 | 1
COC(=O)C1=C(c2c(C)noc2C)C[C@@H]2CC[C@H]1N2C(=O)N1CCC(O)CC1 | -2 | 7 | 5 | 4 | / | 2 | 6 | 6 | 2
CC(=O)NCCc1c[nH]c2ccccc12 | -4 | 5 | 5 | -1 | 5 | 3 | -4 | -1 | -1
O=c1[nH]c(=O)n(Cc2ccccc2)c(O)c1C=NCCCn1ccnc1 | -3 | 7 | 4 | -3 | 8 | -3 | 0 | -4 | -5
CNCCc1c[nH]c2ccccc12 | / | / | 5 | -3 | 6 | / | 12 | 0 | 1
C[C@]12CC[C@H]3[C@@H](CCC4=CC(=O)CC[C@@]43O)[C@@H]1CCC2=O | -8 | 4 | 2 | 12 | -18 | 5 | -13 | 6 | -1
CCOC(=O)c1c(/N=C/c2c(O)n(-c3ccccc3F)c(=S)[nH]c2=O)sc2c1CCCC2 | -36 | -37 | 4 | -5 | 0 | -20 | 11 | -23 | -13
COC(=O)C1=C(c2cccc(C#N)c2)C[C@@H]2CC[C@H]1N2C(=O)N1CCCC1 | 0 | 4 | 4 | 5 | / | 8 | -10 | 8 | 5
O=C(Nc1ccccc1)c1c(O)[nH]c(=O)[nH]c1=O | -5 | 1 | 5 | 3 | 5 | 4 | -3 | 4 | -2
CN(C)CCN=Cc1c(O)n(-c2cccc3ccccc23)c(=O)[nH]c1=O | -1 | 6 | -5 | 9 | 2 | 4 | -8 | 7 | 6
Next part
SMILES | PAFAH2 FP inh | PAFAH1B3 inh | pPAFAH inh | PREPL inhibitor | EBNA-1 inhibitor | PAFAH1B2 inh | ZTA counter | LYPLA2 inh | LYPLA1 inh
C=Cn1ccnc1P(=S)(c1nccn1C=C)C1CCCCC1 | 6 | 5 | 4 | 10 | 6 | 0 | -31 | 4 | 1
CCCCc1ncc(CN2CCCC(C(=O)c3ccc(SC)cc3)C2)[nH]1 (stereo not given) | 12 | 3 | 5 | 2 | 7 | 7 | 1 | 0 | -1
COc1ccc(NC(=O)CN2CC=C(c3ccccc3)CC2)cc1S(=O)(=O)N1CCOCC1 | 2 | -2 | 6 | 26 | -2 | -3 | 0 | 3 | 1
C[C@]12C[C@@H](O)[C@H](O)CC1=CCC1C2CC[C@]2(C)C(=O)CCC12 (stereo not given in full) | 6 | 17 | 0 | 8 | / | 6 | / | / | /
Cc1cc(OC(=O)N(C)C)nc2c1c(C)nn2C | / | / | 2 | 3 | 1 | / | 2 | -4 | 3
CCCCC/C=C\C/C=C\C/C=C\C/C=C\CCCC(=O)Nc1ccc(O)cc1 | / | / | 36* | 17 | 3 | / | 6 | -1 | -8
Cc1cc(OC(C)C(=O)N[C@H](C(=O)O)c2ccccc2)c2c3c(c(=O)oc2c1)CCC3 (stereo not given in full) | 2 | 6 | 11 | 1 | 0 | 3 | 8 | 7 | 0
COC(=O)C1=C(c2cc3ccccc3s2)C[C@@H]2CC[C@H]1N2C(=O)N1CCOCC1 | -5 | -1 | 6 | -1 | -3 | -9 | 5 | 5 | 1
CCCC(=O)c1c(O)[nH]c(=O)[nH]c1=O | 1 | -3 | 2 | 4 | -2 | 1 | -6 | 1 | 1
Cc1ccc(Cn2cc(C=O)c(-c3ccc(F)cc3)n2)cc1 | -3 | -3 | 0 | -9 | -14 | 8 | 1 | -12 | -3
C[C@]12CC[C@H]3[C@@H](CCC4=CC(=O)CC[C@@]43C)[C@@H]1CC[C@@H]2O | -1&3 | -2&6 | 3 | 9 | / | -1&3 | / | / | /
C/C(=N\NC(N)=O)c1c(O)n(C)c(=O)n(C)c1=O | 0 | 2 | 0 | 4 | 3 | 0 | 9 | -3 | -4
CC(C)(O)[C@H]1O[C@H]2CC[C@@]3(C)[C@@](O)(CC[C@H]4Cc5c([nH]c6ccccc56)[C@@]43C)C2=CC1=O | / | / | 0 | 13 | -21 | / | -14 | 4 | -1
CCOC(=O)Cc1csc(NC(=O)c2c(O)c3ccccc3n(CCC(C)C)c2=O)n1 | -15 | -7 | 1 | -8 | -11 | -7 | -23 | 0 | -4
CN(C)C(=S)SSC(=S)N(C)C | -1 | 6 | 0 | 11 | 0 | 0 | 13 | 2 | -4
CC(C)CC(NC(=O)CCCNC(=O)CCC(=O)OC1O[C@H]2OC3(C)CC[C@H]4[C@H](C)CCC(C1C)C24OO3)C(=O)O (stereo not given in full) | -1 | 8 | 7 | -3 | 10 | 5 | -5 | 0 | -4
O=C1CSC2N1CCNC21CCCCC1 (stereo not given) | -1 | -2 | 5 | 5 | 2 | 1 | 19 | 1 | -4
O=c1[nH]c(=S)n(Cc2ccc(F)cc2)c(O)c1/C=N/N1CCCCC1 | 2 | -7 | 0 | -2 | 13 | 32* | -19 | 4 | 0
O=P1(NCc2ccco2)COc2ccccc2OC1 | -7 | 4 | -2 | -3 | 14 | -1 | 31 | -4 | -2
c1ccc(C2N3CCCN23)cc1 (stereo not given) | 11 | 3 | -5 | 10 | -3 | 4 | 18 | 0 | 0
Cc1cccc(N2C(=O)/C(=C/c3ccc(CN(CCC#N)S(C)(=O)=O)o3)C(=O)NC2=S)c1 | 20 | -3 | 15 | 8 | 0 | 0 | 8 | -7 | -6
COC(=O)C1=C(c2ccc(OC(F)(F)F)cc2)C[C@@H]2CC[C@H]1N2C(=O)NCC1CC1 | -3 | 10 | 2 | 9 | / | 9 | 3 | -3 | 2
CC(=O)O[C@H]1CC[C@@]2(C)C(=CC[C@@H]3[C@@H]2CC[C@]2(C)C(=O)CC[C@@H]32)C1 | -5 | 8 | -1 | -10 | -4 | 0 | -2 | 1 | -2
COc1cccc(OC)c1C(=O)Nc1nc(N)n(-c2ccccc2)n1 | -1 | 5 | 3 | 0 | 18 | 1 | -2 | 4 | 2
Cc1[nH]c2ccccc2c1/C=N/O | -2 | 8 | 6 | -6 | -3 | 4 | -6 | -4 | -2
Additional entries follow.
SMILES | PAFAH2 FP inh | PAFAH1B3 inh | pPAFAH inh | PREPL inhibitor | EBNA-1 inhibitor | PAFAH1B2 inh | ZTA counter | LYPLA2 inh | LYPLA1 inh
O=C(c1ccc2c(c1)OCO2)N1CCC2(CC1)OCCO2 | 1 | 2 | 2 | 5 | 4 | -2 | -2 | -6 | -2
CC(=NCCCN1CCOCC1)c1c(O)[nH]c(=O)[nH]c1=O | 1 | 8 | 7 | 8 | 1 | -2 | 8 | 2 | 0
Cc1ccc(S(=O)(=O)NCC2CCC(C(=O)N3CCC4(CC3)OCCO4)CC2)cc1 (stereo not given) | -1 | 3 | 0 | -3 | -4 | -3 | -8 | 0 | 0
O=C1NC(=O)N(c2ccccc2F)C(=O)/C1=C/c1ccc(Oc2ccc([N+](=O)[O-])cn2)cc1 | 1 | 3 | 1 | -6 | -1 | 5 | -14 | 16 | -3
CCS(=O)(=O)NCc1nnc2n1-c1ccc(Cl)cc1C(c1ccccc1)=NC2 | -8 | -1 | -3 | 7 | 0 | 1 | 15 | 2 | -3
O=S(=O)(NC1CCCCC1)OCC(Cl)(Cl)Cl | -2 | 12 | 24 | -8 | 15 | 14 | 5 | -3 | -4
NCc1cc(=O)[nH]o1 | -2 | -8 | -6 | 14 | 0 | 1 | -11 | 2 | 1
C=C1C(=O)O[C@@H]2C[C@@H](C)[C@H]3C=CC(=O)[C@]3(O)C[C@@H]12 | -4 | -10 | -2 | 6 | 7 | -1 | 1 | 3 | -2
CC(C)(C)n1cc(C(=O)c2ccc3ccccc3c2O)cn1 | 1 | 9 | 3 | 16 | -4 | 0 | 2 | -3 | -2
COC(=O)C1=C(c2cccc(OCc3ccccc3)c2)C[C@@H]2CC[C@H]1N2C(=O)NCc1cccc(OC)c1 | 2 | 8 | 7 | 12 | / | 19 | 5 | -4 | -5
COc1c(C)cc(C(=O)C2CCCN(Cc3cnc(C)s3)C2)cc1C (stereo not given) | -5 | -2 | 1 | -9 | -6 | 4 | 0 | 7 | 4
CC(=O)O[C@]1(C)C(=O)OC/C2=C/CN(C)CCC(OC(=O)[C@@](O)(C(C)O)C[C@H]1C)C2=O (stereo not given in full) | -1 | -1 | 1 | 12 | 2 | 8 | 10 | 3 | 0
C[N+]1=C(/C=C/Nc2ccccc2)C(C)(C)c2ccccc21 | -7 | -14 | -16 | -21 | -5 | -10 | 14 | -15 | -8
CC[C@@H]1C=CC=CC[C@H](C)[C@@H](O)[C@@H](C)C(=O)[C@H](C)[C@@H](O)[C@H](C)C(=O)[C@H](C)[C@@H](O)[C@H](C)C=CC(=O)O[C@H]2[C@@H](C)[C@@H](CC1)O[C@@]1(CC[C@@H](C)[C@@H](C[C@H](C)O)O1)[C@@H]2C | / | / | 10 | 7 | 2 | / | -16 | 1 | 4
Cc1cccc2c(CCN)c[nH]c12 | -7 | 0 | 3 | 8 | 9 | 0 | -6 | 0 | 0
O=P(O)(O)Oc1ccccc1P(=O)(c1ccccc1)c1ccccc1 | 2 | 7 | 6 | 2 | 1 | 6 | 1 | -1 | 0
Fc1ccccc1N1CCN(Cc2ccc3c(c2)OCO3)CC1 | 9 | 5 | 3 | 27 | 6 | 2 | -15 | 11 | 8

From PubChem
